SKN-1 block: suppressors of acrylamide-induced Pgst-4::GFP reporter in worms, primary screen, SKN-1 inhibitor project, whole organism, uHTS, GFP/RFP fluorescence ratio, strain VP596. AID 624304, 2012. 0.49% of 360,000 active. inhibition, % at 21.8 µM. C. elegans VP596 Pgst-4::GFP/RFP ratio, 24 h;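 active = interference check ratio from 0.5 to 1.5 plus GFP to RFP signal ratio inhibition reaching or exceeding a fixed threshold, cut at about 30% in these data, passing the limit was not always enough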; also: some compounds called inactive have numbers as strong as hits
eLon inh: inhibitors of E. coli Lon protease, primary screen, biochemical, fluorescence polarization | purified E. coli Lon protease | 0.42% of 360,000 active | inhibition, % at 7.94 µM | P0A9M0; in the data active = inhibition above about 13%, passing the limit was not always enough;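 also: 0% = enzyme with probe and DMSO and 100% = no enzyme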
MLLE-PAM2 inh: inhibitors of PABP1 MLLE–PAM2 peptide binding, primary screen, biochemical, fluorescence polarization, FITC-PAM2, GST-MLLE; Polyadenylate-binding protein 1 (Homo sapiens), P11940; inhibition, % at 20 µM; 0.36% of 360,000 active; AID 588489, 2011; in the data active = inhibition above about 35%, passing the limit was not always enough;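 also: plate controls were DMSO wells with GST-MLLE for no effect and wells lacking GST-MLLE protein for full effect; some results filed as inactive read as strong as hits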
MsrA act: bovine MsrA enzyme activators, primary screen, biochemical, absorbance, HTS; Methionine sulfoxide reductase A (Bos taurus); purified bovine MsrA, absorbance read-out; activation, % at 10.6 µM; 0.3% of 360,000 active; AID 602163, 2012; in the data active = activation above about 7.5%;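 also: 0% = vehicle and 100% = reference activator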
CendR NRP1 mod: modulators of CendR peptide binding to NRP-1, primary screen, biochemical, fluorescence polarization, uHTS; FAM-RPARPAR peptide binding to NRP-1; inhibition, % at 25 µM; Neuropilin-1 (Homo sapiens), O14786; 0.85% of 360,000 active;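 active = inhibition or corrected inhibition above about 18%, plus a signal ratio from 0.5 to 1.5, limit read from the data, passing the limit was not always enough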; also: strong numbers were not always called active
FAS-TE inh: FAS thioesterase domain inhibitors, primary screen, biochemical, fluorescence intensity, uHTS; AID 602261, 2012; inhibition, % at 15 µM; recombinant FAS-TE, OMFH fluorogenic substrate, fluorescence endpoint; 0.67% of 360,000 active;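 active = compounds whose normalised, plate-corrected inhibition of enzyme fluorescence in the single-dose primary screen is 50% or more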;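 also: 0% = DMSO with enzyme and 100% = substrate without enzyme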
MT1-MMP act inh: blockers of MT1-MMP proenzyme processing, primary screen, HT1080 RFP-PRO-GFP cells, GFP/RFP fluorescence. Matrix metalloproteinase-14 (Homo sapiens), P50281. GFP/RFP ratio fluorescence, overnight; percent of plate control window, DMSO zero. GFP/RFP ratio change, % at 20 µM. 0.061% of 360,000 active. AID 651647, 2012;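 active = GFP/RFP ratio change of at least 30% with cell ATP level not reduced by more than half and red fluorescence within 50% of control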; also: strong numbers were not always called active
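Material: RFP-PRO-GFP reporter HT1080 cells. Dosing: single-point 20 µM compound, 1% DMSO. Controls: DMSO and RFP-L50D-GFP cell wells. Timing: cells overnight before dosing, compound overnight, 37 °C, 5% CO2. Measure: GFP/RFP fluorescence ratio.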
Neddyl block: inhibitors of cullin neddylation, primary screen, biochemical, TR-FRET, uHTS, NAE and Ubc12. AID 651699, 2012. calls only at 25 µM. 0.58% of 360,000 active; in the data active = inhibition above about 36%
Rin1-Abl PPI inh: inhibitors of Rin1-Abl protein binding, primary screen, biochemical, TR-FRET. Tyrosine-protein kinase ABL1 (Homo sapiens) + Ras and Rab interactor 1 (Homo sapiens), …. AID 588664, 2011. 0.4% of 360,000 active. inhibition, % at 7.35 µM; in the data active = inhibition above about 5%, passing the limit was not always enough
Target sequence (P00519 whole entry, looked up): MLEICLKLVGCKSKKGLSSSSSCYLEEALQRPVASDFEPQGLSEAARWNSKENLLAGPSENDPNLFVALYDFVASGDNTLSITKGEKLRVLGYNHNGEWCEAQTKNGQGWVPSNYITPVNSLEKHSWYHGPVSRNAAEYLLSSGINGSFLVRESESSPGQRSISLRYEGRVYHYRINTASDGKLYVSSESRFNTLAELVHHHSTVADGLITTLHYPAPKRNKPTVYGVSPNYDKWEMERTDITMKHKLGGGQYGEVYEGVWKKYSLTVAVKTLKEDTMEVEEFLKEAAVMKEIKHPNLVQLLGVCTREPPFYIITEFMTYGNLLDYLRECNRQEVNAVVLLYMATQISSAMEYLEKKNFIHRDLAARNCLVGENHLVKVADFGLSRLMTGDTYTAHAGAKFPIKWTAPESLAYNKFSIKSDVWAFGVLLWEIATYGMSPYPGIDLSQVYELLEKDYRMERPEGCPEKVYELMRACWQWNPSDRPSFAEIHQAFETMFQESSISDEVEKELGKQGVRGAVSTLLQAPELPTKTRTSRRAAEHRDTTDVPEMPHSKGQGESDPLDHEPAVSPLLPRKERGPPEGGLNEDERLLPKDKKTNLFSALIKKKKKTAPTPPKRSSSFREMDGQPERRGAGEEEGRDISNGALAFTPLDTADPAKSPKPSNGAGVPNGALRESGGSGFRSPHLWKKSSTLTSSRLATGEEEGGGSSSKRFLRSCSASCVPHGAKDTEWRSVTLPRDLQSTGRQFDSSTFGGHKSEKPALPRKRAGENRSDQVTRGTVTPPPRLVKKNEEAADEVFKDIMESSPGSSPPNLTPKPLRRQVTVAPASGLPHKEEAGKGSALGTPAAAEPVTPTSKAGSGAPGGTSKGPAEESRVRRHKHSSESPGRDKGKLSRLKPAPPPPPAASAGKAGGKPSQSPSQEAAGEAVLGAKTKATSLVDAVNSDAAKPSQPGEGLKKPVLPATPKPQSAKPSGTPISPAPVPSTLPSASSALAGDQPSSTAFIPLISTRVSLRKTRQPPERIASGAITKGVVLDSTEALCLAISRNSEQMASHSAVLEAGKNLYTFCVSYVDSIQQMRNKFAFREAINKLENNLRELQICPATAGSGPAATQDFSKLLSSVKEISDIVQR
Target sequence (Q13671 whole entry, looked up): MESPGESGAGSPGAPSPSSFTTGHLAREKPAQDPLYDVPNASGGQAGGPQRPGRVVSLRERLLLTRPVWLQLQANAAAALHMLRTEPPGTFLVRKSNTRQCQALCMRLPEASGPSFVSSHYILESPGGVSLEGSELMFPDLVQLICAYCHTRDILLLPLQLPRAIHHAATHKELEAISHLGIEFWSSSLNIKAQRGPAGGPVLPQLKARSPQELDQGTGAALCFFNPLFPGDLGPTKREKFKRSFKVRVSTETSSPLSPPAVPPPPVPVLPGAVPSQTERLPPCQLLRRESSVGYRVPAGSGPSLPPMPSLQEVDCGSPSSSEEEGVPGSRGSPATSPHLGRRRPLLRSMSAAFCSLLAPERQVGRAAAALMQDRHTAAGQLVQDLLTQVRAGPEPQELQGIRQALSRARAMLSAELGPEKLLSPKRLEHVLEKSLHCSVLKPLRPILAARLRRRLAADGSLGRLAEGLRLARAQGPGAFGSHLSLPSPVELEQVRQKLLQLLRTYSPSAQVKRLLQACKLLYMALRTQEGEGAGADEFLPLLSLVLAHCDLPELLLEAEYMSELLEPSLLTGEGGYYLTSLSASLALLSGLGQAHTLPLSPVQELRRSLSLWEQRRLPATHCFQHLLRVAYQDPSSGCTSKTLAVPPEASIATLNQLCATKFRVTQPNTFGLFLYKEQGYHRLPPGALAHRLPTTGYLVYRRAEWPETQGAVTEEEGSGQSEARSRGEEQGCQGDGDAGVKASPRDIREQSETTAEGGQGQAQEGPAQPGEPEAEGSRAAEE
* marks the source's active call; other numbers are inactive results; i = inactive; x = not tested or not shown.

entry	compound	SKN-1 block	eLon inh	MLLE-PAM2 inh	MsrA act	CendR NRP1 mod	FAS-TE inh	MT1-MMP act inh	Neddyl block	Rin1-Abl PPI inh
1	CCOC(=O)C1CCCN(C(=O)c2ccccc2NS(=O)(=O)c2ccc(F)cc2)C1 (stereo not drawn)	9	3	-1	1	3	-4	0	i	-2
2	O=C(Nc1cccc(S(=O)(=O)N2CCOCC2)c1)c1ccco1	17	2	-2	-1	7	-5	3	i	-2
3	Cc1nc(C(=O)O)sc1C1(C)CC(c2cccc([N+](=O)[O-])c2)=NO1 (stereo not drawn)	8	-11	6	-1	7	-6	9	i	2
4	Cc1cccc(NC(=O)CSc2nnc(CNC(=O)c3ccco3)o2)c1C	5	8	10	-4	20	-4	3	i	-2
5	Cc1ccc(-c2nn(CCC(=O)Nc3cccnc3)c(=O)c3ccccc23)cc1	-3	0	0	-2	-1	0	1	i	-5
6	Cc1c2cnn(CC(=O)NCCCN3CCCCC3C)c(=O)c2c(C)n1Cc1ccccc1 (stereo not drawn)	0	-14	-41	-1	-58	-10	-6	i	-1
7	COc1ccc(N2CCN(C(=O)c3ccc(OCc4c(C)noc4C)c(OC)c3)CC2)cc1	-3	1	0	-9	8	-2	5	i	4
8	COc1cc(OC)cc(C(=O)OCC(=O)N2CCCC2)c1	2	-1	-8	-1	8	-6	6	i	1
9	COc1ccc(N(CC(=O)N2CCCCC2)S(=O)(=O)c2ccccc2)c(OC)c1	-3	3	6	3	-10	-2	-1	i	0
10	Cc1cc(C)n(C(=O)CCC2COc3ccccc3O2)n1 (stereo not drawn)	-13	-4	10	-10	5	1	-1	i	-2
11	O=C(NCC1CC1)c1cc2c(c(-c3cccc(-c4ccccc4F)c3)n1)[C@@H](CCO)N(C(=O)CC1CC1)C2	27	2	x	-2	7	13	-1	i	x
12	COC(=O)c1ccc(NC(=O)COC(=O)C2CCC2)cc1	-16	-5	13	-7	2	0	-1	i	-1
13	CO[C@@H]1CN(C)C(=O)c2cc(NC(=O)C3CC3)ccc2OC[C@H](C)N(C(=O)CN2CCOCC2)C[C@@H]1C	-8	x	x	x	13	x	0	i	x
14	C(=N\n1cnnc1)/c1ccc2c(c1)OCO2	23	-5	2	-3	-11	-13	2	i	-4
15	COc1cc(C2c3cc4c(cc3OC(N3CCCC3)C2C)OCO4)cc(OC)c1O (stereo not drawn)	-6	-9	13	-2	-4	2	-3	i	4
16	CC1(C)CN(c2cccc(C#N)c2)C1=O	2	0	1	-3	7	-1	-4	i	4
17	COc1cc(C(=O)N/N=C/c2ccc(OC(=O)c3ccccc3Cl)c(OC)c2)ccc1O	6	-2	-5	-4	6	11	8	i	2
18	COc1ccc(CCNC(=O)CN(C2CCCCC2)S(C)(=O)=O)cc1	8	-4	6	-3	0	-4	13	i	0
19	Cc1cc(C(=O)NNS(=O)(=O)c2ccc(C(C)(C)C)cc2)nn1C(C)(C)C	-10	-1	-10	3	8	2	0	i	-1
20	CC(C)CSc1nc2c(c(=O)[nH]c(=O)n2C)n1CC(O)COc1cccc2ccccc12 (stereo not drawn)	-5	-5	-24	-2	12	-9	1	i	-6
21	Cc1ccccc1OCC(=O)NCC(C)(C)N1CCOCC1	10	-10	8	-3	-4	-4	0	i	0
22	CS(=O)(=O)N1N=C(c2ccco2)CC1c1ccc(Br)cc1 (stereo not drawn)	-3	0	-9	5	-12	10	-1	i	0
23	C=CCN(c1ccc(C(=O)Nc2ccc(NC(C)=O)cc2)cc1)S(C)(=O)=O	2	-5	14	-3	-6	-4	5	i	1
24	Cc1cccc2cc(C#N)c(SCC(=O)N3CCC(C)CC3)nc12	6	2	-18	-9	-11	27	-4	i	-3
25	O=C1C=C(Nc2ccccc2C(=O)O)c2ccccc2C1=O	5	2	11	-1	20	26	20	i	-7
26	CCOc1ccc(NS(=O)(=O)c2cc(C(=O)NCCN3CCOCC3)ccc2C)cc1	1	-4	-2	-3	-3	-4	-2	i	4
27	O=Cc1c(NCc2ccccc2)c2ccccc2[nH]c1=O	14	-9	-9	-2	8	-5	-3	i	1
28	COc1ccc(N2CC(C(=O)NCCC3=CCCCC3)CC2=O)cc1 (stereo not drawn)	-9	0	6	-2	3	-3	-2	i	0
29	COc1ccc(OCC(=O)N/N=C2\CCCc3ccccc32)cc1	0	4	-53	-2	1	-1	0	i	-2
30	CCOC(=O)c1cnc2c(C)c(C)ccc2c1NCCN1CCOCC1	7	4	15	-2	-8	-2	1	i	-4
31	NC(=O)c1ccc(NC(=O)COC(=O)c2ccc(Br)c(S(=O)(=O)N3CCOCC3)c2)cc1	-10	-5	3	-10	-18	0	-1	i	4
32	COc1cc(/C=C/C(=O)OCC(=O)c2ccccc2)cc(OC)c1OC	10	4	-9	-3	1	8	3	i	2
33	COC(=O)CCCn1c(C)cc(C(=O)CCl)c1C	16	-1	-19	-1	3	-6	-1	i	2
34	O=C(NNC(=O)c1ccc(SCC2CCCO2)c([N+](=O)[O-])c1)c1ccc(F)cc1 (stereo not drawn)	-3	-1	-15	4	-2	-4	-1	i	-2
35	CCOc1cccc(OCCOCCN2CCCC2)c1	8	7	-9	1	7	-8	-1	i	-2
36	COc1ccc(-c2nc3c4ccccc4ccn3c2Cc2cccc(Cl)c2)cc1OC	-12	-14	-6	-5	-30	13	-6	i	4
37	N#Cc1ccccc1CSc1nnc(Cc2ccccc2)o1	-9	-2	5	0	-4	3	1	i	0
38	Cc1noc(C)c1COc1ccccc1C(=O)N1CCN(S(=O)(=O)c2cccc(Cl)c2)CC1	0	-8	0	-4	16	7	-4	i	4
39	COC(=O)c1cccc(Oc2cccc(Cl)n2)c1	-6	0	-1	-8	-9	1	-3	i	-1
40	O=C(c1cnc2ccccn2c1=O)N1CCc2ccccc21	-2	-7	-1	-7	0	1	0	i	1
41	CCOC(=O)C1(CCc2ccccc2)CCN(Cc2c(O)cccc2OC)CC1	-8	7	-1	-11	0	-54	-3	i	3
42	O=C1C(Nc2ccccc2)=C(N2CCCCC2)C(=O)c2ccccc21	15	2	25	-3	12	2	-15	i	-1
43	COc1ccccc1CNC(=O)C1CCCN(S(=O)(=O)c2cccc3nonc23)C1 (stereo not drawn)	7	-8	7	-4	-3	0	-1	i	5
44	COc1cnc(-c2ccccn2)[nH]c1=O	13	-4	-5	-8	-1	-9	1	i	2
45	Cc1cn(CC(C)C)c(=O)n(-c2ccccc2)c1=O	14	-5	13	-2	10	-7	0	i	0
46	C#CCOCCOCCOCCNc1nc(N2CCN(C(=O)[C@H]([C@@H](C)CC)n3cc(CCCCN)nn3)CC2)nc(N2CCN(C(=O)[C@H](C)n3cc(CCCN=C(N)N)nn3)CC2)n1	1	5	-3	0	5	-1	5	i	3
47	CC1CN(c2nc(N(C)c3ccccc3)nc(N)c2[N+](=O)[O-])CC(C)O1 (stereo not drawn)	2	5	1	-6	1	3	5	i	0
48	CN1CCN(c2ncnc3c2ncn3[C@H]2CN(Cc3ccncc3)C[C@@H](CO)O2)CC1	1	-8	-2	-9	-2	-2	-3	i	-3
49	O=C(O)c1ccc(/C=N/Nc2nc(N3CCCCC3)nc(N3CCCCC3)n2)cc1	-9	-5	5	2	2	-2	3	i	-1
50	COc1ccc(CN2C(=O)CSCC2=O)cc1OC	6	0	10	-5	-1	-3	-2	i	3
51	O=C(COn1nnc2ccc(C(F)(F)F)cc21)Nc1nnc(-c2ccccc2)o1	-5	-14	4	-2	-10	-3	2	i	0
52	COCCCNC(=O)[C@H](Cc1c[nH]c2ccccc12)NC(=O)OCc1ccccc1	-4	9	9	-6	8	-1	-2	i	1
53	CC(C)(C)Cc1nnc(NS(=O)(=O)c2ccc(F)cc2)s1	20	0	-5	5	1	-2	4	i	2
54	Cc1cc2c(cc1S(=O)(=O)N1CCOCC1)NC(=O)CO2	4	-3	1	-3	14	-5	3	i	-1
55	CCc1c(C(=O)Nc2ccncc2)csc1C	17	3	2	1	3	0	-12	i	-3
56	COc1ccccc1C(=O)NCCC(=O)N1CCN(S(=O)(=O)c2ccc(Cl)cc2)CC1	-18	6	-3	-7	9	3	1	i	-2
57	CCCCC1Cc2[nH]c(=S)[nH]c(=O)c2C(c2cccc3ccccc23)O1 (stereo not drawn)	6	-11	x	-2	-2	7	5	i	x
58	Cc1cc(C(=O)Nc2sc(C)c(-c3ccc(F)cc3)c2C(N)=O)no1	7	11	17	-2	6	-6	-3	x	0
59	CCOc1cccc(C(=O)NCc2ccccc2)c1	0	-5	0	-1	-13	-2	5	i	2
60	COc1ccc(S(=O)(=O)c2c(O)c3ccc(C(=O)Nc4ccc(F)cc4F)cc3[nH]c2=O)cc1	16	-2	9	-3	-10	-9	4	i	-7
61	CN1C(=O)S/C(=C/c2ccccc2OCc2ccc(C(=O)O)cc2)C1=O	15	3	10	-7	-11	-4	-5	i	4
62	O=C(c1cc(-c2cccc(Cl)c2)nc2ccccc12)N1CCCC1	0	4	7	-5	4	9	-1	i	-3

By substructure, the compounds so far with a tert-butyl group
entry	compound	SKN-1 block	eLon inh	MLLE-PAM2 inh	MsrA act	CendR NRP1 mod	FAS-TE inh	MT1-MMP act inh	Neddyl block	Rin1-Abl PPI inh
19	Cc1cc(C(=O)NNS(=O)(=O)c2ccc(C(C)(C)C)cc2)nn1C(C)(C)C	-10	-1	-10	3	8	2	0	i	-1
53	CC(C)(C)Cc1nnc(NS(=O)(=O)c2ccc(F)cc2)s1	20	0	-5	5	1	-2	4	i	2

Source: PubChem (several laboratories)
